# Source: PubChem BioAssay
# TAAR1 antag = antagonists of human TAAR1; CHO RD-HGA16 TAAR1, Fluo-8 calcium fluorescence, antagonist; AID 624466; 1.5% of 360,000 active; inhibition, % at 3 µM; Q96RJ0;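 active means inhibition above a per-plate cutoff, the mean inhibition of test compounds on that plate plus 3 SD, cut at about 49% in these data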;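 further: 0% = DMSO plus EC80 beta-PEA response and 100% = DMSO alone without agonist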
# Target sequence (Q96RJ0 whole entry, looked up): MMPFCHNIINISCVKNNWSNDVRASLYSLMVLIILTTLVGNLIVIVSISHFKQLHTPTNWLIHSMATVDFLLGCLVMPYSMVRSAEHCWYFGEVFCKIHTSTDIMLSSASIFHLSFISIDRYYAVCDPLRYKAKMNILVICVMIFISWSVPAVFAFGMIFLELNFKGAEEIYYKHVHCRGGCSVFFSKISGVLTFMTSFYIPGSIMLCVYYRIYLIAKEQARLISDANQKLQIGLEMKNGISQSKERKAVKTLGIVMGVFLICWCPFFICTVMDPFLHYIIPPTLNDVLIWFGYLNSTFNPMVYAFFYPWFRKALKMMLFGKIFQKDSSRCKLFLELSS
#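 System: CHO RD-HGA16 cells bearing hTAAR1. Reagent: EC80 β-phenethylamine stimulus. Schedule: seeding 17-24 h prior, 75-min 37 °C, 30-min RT dye loading. Signal: Fluo-8 intracellular calcium dye fluorescence, real-time kinetic reads. Read-out: % inhibition from peak post-agonist over basal fluorescence ratio. Benchmarks: vehicle wells and EC80 agonist wells. Replicates: n of 1.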
# M1 ag parental = counter-screen for M1 agonists: effect in parental CHO-K1 cells. Fluo-8 calcium fluorescence; scaled to maximal ATP response, vehicle zero. 0.48% of 360,000 active. activation, % at 3 µM; in the data active means activation above about 15%;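 further: untransfected CHO-K1 host cells lacking M1 receptor as counterscreen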
# M1 antag = blocks human M1 muscarinic receptor; P11229; CHO-K1 hM1, Fluo-8 calcium fluorescence, ACh EC80 antagonist; inhibition, % at 3 µM; 1.3% of 360,000 active; AID 588852;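 active means percent inhibition above its own plate's cutoff, namely the mean of that plate's compound wells plus 3 SD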;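 further: peak over basal fluorescence ratio during 140 s after agonist addition; 0% = ACh EC80 plus DMSO and 100% = DMSO alone without agonist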
# Target sequence (P11229 whole entry, looked up): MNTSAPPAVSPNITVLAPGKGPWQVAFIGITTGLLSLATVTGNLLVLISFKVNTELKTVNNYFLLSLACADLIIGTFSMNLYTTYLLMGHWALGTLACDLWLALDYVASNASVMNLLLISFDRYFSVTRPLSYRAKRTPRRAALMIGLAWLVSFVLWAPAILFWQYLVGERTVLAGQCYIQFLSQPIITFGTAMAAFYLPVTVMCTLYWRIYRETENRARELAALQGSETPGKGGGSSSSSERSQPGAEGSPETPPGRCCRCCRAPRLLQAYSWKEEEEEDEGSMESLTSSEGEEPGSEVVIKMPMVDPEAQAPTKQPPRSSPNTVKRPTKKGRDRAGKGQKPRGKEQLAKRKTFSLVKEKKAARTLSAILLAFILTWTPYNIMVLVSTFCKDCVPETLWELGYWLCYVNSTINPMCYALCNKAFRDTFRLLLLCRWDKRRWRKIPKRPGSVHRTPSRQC
# TAAR1 ag = human TAAR1 agonism; Q96RJ0; activation, % at 3 µM; AID 624467; 0.99% of 360,000 active; CHO RD-HGA16 TAAR1, Fluo-8 calcium fluorescence; vehicle wells 0%, saturating PEA agonist 100%;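 active means activation above the mean activation of all test compounds in the run plus 3 SD, cut at about 38% in these data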
#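 Test system: RD-HGA16 (CHO) cells co-expressing Gα16 and hTAAR1; dosing: one-point dosing at 3 µM (nominal); timing: 17-24 h seeding, 75 min 37 °C dye, 30 min RT; signal: kinetic Fluo-8 calcium fluorescence; read-out basis: % activation relative to PEA EC100 response; controls: DMSO and PEA EC100; replicates: n 1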
# M1 ag = human M1 muscarinic receptor agonism. 0.33% of 360,000 active. CHO-K1 hM1, Fluo-8 calcium fluorescence, agonist mode; 0% DMSO, 100% acetylcholine EC100. P11229. activation, % at 3 µM. AID 588814;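 active means activation above the run's mean compound activation plus 3 SD, cut at about 16% in these data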;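 further: peak over basal fluorescence ratio within a 140 s kinetic read after compound addition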
# M1 PAM = potentiates human M1 receptor response to acetylcholine | CHO-K1 hM1, Fluo-8 calcium fluorescence, ACh EC20; 0% = ACh EC20, 100% = maximal ACh | 0.088% of 360,000 active | activation, % at 3 µM | AID 588819 | P11229; in the data active means activation above about 19%, passing the limit was not always enough
# CHO parental Ca = signal in parental CHO cells, OX1R antagonist counter-screen | parental CHO-K1, ATP-induced calcium, Fluo-8 fluorescence | inhibition, % at 5.6 µM | 0.63% of 330,000 active;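 active means inhibition above that plate's mean sample inhibition plus 3 SD, cut at about 26% in these data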;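 further: 0% = ATP-challenged DMSO wells and 100% = DMSO wells without ATP; some compounds past the cut are filed as inactive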
#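 Assay system – parental CHO cells · Reagent – ATP stimulus · Detection – intracellular calcium via Fluo-8 no-wash fluorescent dye · Evaluation – percent inhibition of ATP-evoked calcium rise, normalized to controls · Controls – ATP wells versus no-ATP DMSO wells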
# M1 PAM parental = M1 PAM counterscreen hit in parental CHO-K1 cells; activation, % at 3 µM; ATP EC20, Fluo-8 calcium fluorescence; 0% at ATP EC20, 100% at ATP max; AID 602247; 0.02% of 360,000 active;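 active means activation above the run cutoff, the mean activation of all test compounds plus 3 SD, cut at about 40% in these data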;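 further: peak over basal fluorescence ratio in a 140 s read after ATP addition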
# CHO-K1 Ca antag = M1 antagonist counterscreen hit in parental CHO-K1 cells | 0.6% of 360,000 active | AID 602250 | ATP-induced calcium, Fluo-8 fluorescence | inhibition, % at 3 µM;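 active means inhibition above a per-plate cutoff, the plate's mean sample inhibition plus 3 SD, cut at about 24% in these data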;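 further: 0% = DMSO plus EC80 ATP and 100% = DMSO alone without ATP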
# The depositor's hits bear a star; nt = not tested or not shown.
Molecule	TAAR1 antag	M1 ag parental	M1 antag	TAAR1 ag	M1 ag	M1 PAM	CHO parental Ca	M1 PAM parental	CHO-K1 Ca antag
CCCOC(=O)Nc1ccc(N2CCCCC2)cc1	4.5	0.2	-1.0	1.6	-6.7	-0.8	-5.8	-4.4	-6.0
COc1cccc(NC(=S)NNC(=O)Cn2nc(C(F)(F)F)cc2C)c1	29.9	0.8	-0.9	-0.7	-6.0	6.8	-2.0	14.4	-11.1
O=C(CN1C(=O)NC(c2ccccc2)(c2ccccc2)C1=O)N1CCN(c2ccc(F)cc2)CC1	6.9	0.9	-10.3	1.7	-2.1	5.9	-20.9	20.2	4.0
Cc1nn(S(=O)(=O)c2ccc(C(C)(C)C)cc2)c(C)c1S(=O)(=O)N1CCOCC1	-11.7	0.8	-0.5	0.9	-1.9	1.6	-3.4	11.8	-10.7
CCCCCCCCNCCS(=O)(=O)NCCCCCCCC	-3.5	0.3	-10.3	0.1	-1.3	5.9	nt	17.8	-4.6
CCOc1ccccc1NC(=O)CCCCCN1C(=O)[C@@H]2Cc3ccccc3CN2C1=O	1.7	3.4	-0.5	0.5	-3.0	-0.3	-26.2	14.4	-5.1
COc1cc(C(=O)Nc2ccccc2C(=O)NCc2cccnc2)cc(OC)c1OC	43.3	7.1	3.6	11.8	0.8	-5.4	-13.7	-6.1	-13.0
CCc1cccc(N=c2c([N+](=O)[O-])nn(-c3ccc(Cl)cc3)n2O)c1	12.4	1.5	17.2	8.0	-3.3	-10.3	-32.8	21.7	-17.3
N=c1oc2ccccc2cc1C(=O)Nc1ccccc1	2.5	-0.1	-17.4	0.3	-3.0	8.8	-6.2	14.9	-0.8
C=CCn1c(O)c(N=NC(=S)Nc2ccccc2F)c2cc(S(=O)(=O)N3CCOCC3)ccc21	16.7	0.8	9.1	0.6	-3.5	-1.5	-15.0	-15.8	9.6
Nc1nnc(SCC(=O)OCC(=O)c2ccccc2Br)s1	-8.4	0.9	-8.9	2.8	-1.4	4.9	-2.2	12.2	-21.0
C=CC12C=CC=CN1C(C(=O)OC)=C(C(=O)OC)C(C(=O)OC)=C2C(=O)OC (stereo not given)	-0.3	0.8	-7.0	0.1	-3.9	-0.1	-9.8	21.0	-9.8
S=c1[nH]c2cc(Cl)c3cccnc3c2o1	-3.0	-0.2	-13.0	-0.1	0.8	3.9	-6.7	16.5	6.4
COCCOC(=O)c1[nH]c2c(c1C)C(=O)C(C(=O)OC)C(C)C2 (stereo not given)	-14.2	0.2	-6.7	4.9	-1.1	-0.8	-7.6	-5.6	2.4
O=C(COc1ccc2c(-c3ccccc3)cc(=O)oc2c1)NCc1ccccn1	1.0	-0.1	-11.9	2.4	3.7	7.4	-12.4	-14.7	12.3
Cc1ccc(S(=O)(=O)NC(=O)Nc2c(C)cccc2C)cc1	-21.0	6.5	-14.7	5.1	4.3	15.0	-9.7	15.0	-9.9
C[C@H]1COC(=O)[C@@H](Cc2ccc(F)cc2)C/C=C\C[C@@H](CC(=O)N[C@@H](CO)Cc2ccccc2)C(=O)N1	19.2	0.1	2.7	4.4	-2.9	-2.2	-24.1	2.7	-11.0
CCN(C1CCS(=O)(=O)C1)S(=O)(=O)c1ccc(OC)c(OC)c1 (stereo not given)	-7.3	0.3	-7.7	0.4	-1.7	8.4	-8.2	-19.1	6.7
COc1ccc(N2C(=O)CC(SCc3ccc(Cl)cc3)C2=O)cc1 (stereo not given)	12.7	3.6	-2.0	14.4	7.3	7.7	-5.9	-10.9	-0.2
O=C(CCCN1C(=O)c2ccccc2C1=O)Nc1ccc2c(c1)OCCO2	3.0	0.4	-2.3	-1.0	-9.1	5.8	-2.1	6.0	-6.2
O=C(c1ccc([N+](=O)[O-])cc1)N1CCN(C(=O)c2ccco2)CC1	-5.1	0.5	-6.3	1.2	-6.8	6.8	-1.6	11.8	-12.9
Cc1nnc(NC(=O)CCC(=O)N2CCN(CCOc3cccc4ccccc34)CC2)s1	-35.0	1.3	-15.7	0.9	-4.1	10.4	-25.1	9.4	0.9
C=CCN1c2ccccc2[C@]23C[C@@H](C(=O)OC)N(C(=O)c4ccc(Br)cc4)C2=NC(C(=O)OC)=C(C(=O)OC)[C@H]13	-4.6	-0.2	1.0	1.1	-6.0	-3.6	-14.1	-7.8	3.8
CN(C(=O)c1ccc(NC(=O)Cc2ccc(NC(=O)C3CCN(C(=O)C4CCC4)CC3)cc2)cc1)C1CCCC1	-9.2	0.5	-7.7	1.3	-4.3	6.6	nt	19.3	-13.0
COc1ccc(CCNC(=O)c2sc3nc4n(c(=O)c3c2C)CCC4)cc1	-2.1	0.4	-5.7	4.2	3.0	11.1	-13.3	13.3	3.2
FCCCOc1ccc(-c2ccnc(-c3ccccc3)n2)cc1	20.9	0.3	-23.4	12.5	-3.3	-0.7	-20.4	12.8	-6.3
COc1ccc(CN2CCC(n3nccc3NC(=O)CCc3ccccc3)CC2)c(C)c1C	-14.5	1.4	1.2	1.7	-1.3	12.8	nt	26.9	-3.1
COc1ccccc1CN(C)CC(=O)NC(=O)NC1CCCCC1	1.8	-0.3	1.9	1.9	-5.2	-6.3	-15.0	10.2	-1.6
CCC(Sc1nc2ccsc2c(=O)n1Cc1ccc(C(=O)O)cc1)C(=O)Nc1ccc(Cl)cc1 (stereo not given)	3.8	1.3	-2.7	3.7	-0.2	1.9	nt	12.2	-0.8
O=C(COC(=O)c1ccc(Br)o1)Nc1ncc(Cl)cc1Cl	19.8	-0.6	-10.6	7.7	-6.9	5.2	-12.9	-17.3	1.1

# Remaining list, next part.
Molecule	TAAR1 antag	M1 ag parental	M1 antag	TAAR1 ag	M1 ag	M1 PAM	CHO parental Ca	M1 PAM parental	CHO-K1 Ca antag
COc1ccccc1NC(=O)C1=C(C)NC2=C(C(=O)CCC2)C1c1ccc(C)o1 (stereo not given)	5.4	0.9	-4.6	0.5	-4.6	3.5	-17.4	16.1	-20.7
N#Cc1ccc(-c2ccc(OCC(=O)Nc3cccnc3)cc2)cc1	58.6*	17.7*	18.4	10.4	3.1	-11.8	nt	-19.7	11.6
Fc1ccccc1CSc1nncn1NCc1cccs1	13.3	0.2	-11.7	9.1	-1.2	9.3	5.1	-1.9	2.6
NC(=O)CN1CCN(c2nc(-c3ccc(F)cc3)cs2)CC1	11.9	0.8	-2.8	-0.7	-2.0	-1.9	6.0	10.3	0.8
CN(Cc1c(F)cccc1Cl)C(=O)C1CC(=O)N(CCc2ccccc2)C1 (stereo not given)	-35.0	1.3	-3.1	4.3	-3.2	4.2	-21.5	12.2	-3.7
CN(CC(=O)NCc1ccco1)S(=O)(=O)c1ccc2c(c1)n(C)c(=O)c(=O)n2C	4.6	0.0	16.7	12.7	-3.1	-8.9	6.2	2.3	-2.6
CSc1ccc(C#N)cc1NC(=O)c1ccccc1C	5.4	-0.6	-6.0	-0.8	-1.9	-6.0	-10.5	7.2	8.4
S=c1[nH]nc(-c2ccccn2)n1/N=C/c1ccccc1	-14.2	0.1	-10.3	8.7	-0.8	7.5	4.7	-5.3	-1.1
COc1ccc(CNC(=O)c2cnc3scc(C)n3c2=O)cc1	0.8	2.6	-6.3	2.2	-3.6	5.6	-11.3	10.1	9.4
Cc1ccc(NC(=O)COc2ccc(N3CC(C(N)=O)CC3=O)cc2)c(C)c1 (stereo not given)	-31.8	0.0	-18.6	7.7	-4.0	13.6	11.6	13.5	-19.0
COCCNS(=O)(=O)c1ccc2c(c1)n(C)c(=O)n2C	0.7	0.9	4.1	6.0	-4.9	9.3	-8.9	18.4	-1.1
CN(CC(=O)Nc1ccccc1Cl)C(=O)CSc1nc2ccccc2s1	8.0	3.6	16.6	2.3	-5.6	2.3	-17.9	4.6	-4.5
CCCCN(C(=O)CCC(=O)Nc1cc(C)on1)C(C(=O)NC(C)(C)C)c1cccc(OC)c1OC (stereo not given)	1.5	-0.7	-3.6	1.5	-2.3	8.4	-6.6	0.8	5.1
On1nnc2c3ccccc3c3ccccc3c21	-4.7	0.0	-9.6	1.9	-3.8	4.2	1.7	17.0	-4.6
Cc1ccc(S(=O)(=O)N(C)C)cc1NC(=O)c1cc(-c2ccncc2)nc2ccccc12	53.8*	5.6	17.7	11.9	-1.0	-3.8	-2.0	0.5	-7.2
C[C@@H](CN1C2=NC[C@H](C)N2C[C@H]1Cc1ccc(O)cc1)NC(=O)CCC1CCCCC1	1.8	0.2	-1.9	5.0	-8.9	-3.8	-6.4	8.5	-8.6
O=C(NCCN1CCOCC1)c1cc2cc([N+](=O)[O-])ccc2s1	8.8	2.0	-3.3	3.2	-3.3	2.8	-9.9	10.5	8.2
CCOC(=O)c1[nH]c(C)c(C(=O)OCC(=O)N(C)C2CCS(=O)(=O)C2)c1C (stereo not given)	-9.5	-0.6	12.6	1.7	-8.6	1.5	6.5	-9.6	22.2
Cc1ccc(S(=O)(=O)N(C)c2ccc(OCC(=O)Nc3nnc(C4CC4)s3)cc2)cc1	-27.9	3.4	-4.7	14.7	-3.7	0.9	nt	30.7	-17.8
Cc1cc(F)c(F)c(C(=O)N2CCOCC2)c1	7.4	0.8	9.5	3.6	-2.6	-3.3	3.7	21.5	-8.3
CCCCC(=O)Nc1sc2c(c1C(N)=O)CCC2	4.0	-0.8	-13.8	5.1	12.7	18.4	-14.3	-6.4	-19.7
Cc1cc(C)nc(N2CCC(C(=O)NCCc3ccccc3)CC2)n1	10.1	0.0	-4.1	0.3	-3.3	3.7	0.7	14.2	-5.7
CN(CC(=O)Nc1ccc(Cl)c(Cl)c1)C(=O)C1CCCC1	1.0	4.0	-15.2	12.9	-1.0	8.3	-15.0	12.9	-21.2
CCC(=O)Oc1ccc2c(c1)O/C(=C\c1ccco1)C2=O	-43.2	2.5	-8.9	5.8	4.5	14.8	5.0	-13.8	2.2
O=C(Cc1ccccc1)NCCC1=CCCCC1	-0.9	1.3	0.7	0.3	-6.7	3.1	-2.7	21.1	-3.2

# 4 entries from above, arranged by number of heavy atoms, descending:
Molecule	TAAR1 antag	M1 ag parental	M1 antag	TAAR1 ag	M1 ag	M1 PAM	CHO parental Ca	M1 PAM parental	CHO-K1 Ca antag
CN(CC(=O)NCc1ccco1)S(=O)(=O)c1ccc2c(c1)n(C)c(=O)c(=O)n2C	4.6	0.0	16.7	12.7	-3.1	-8.9	6.2	2.3	-2.6
CN(Cc1c(F)cccc1Cl)C(=O)C1CC(=O)N(CCc2ccccc2)C1 (stereo not given)	-35.0	1.3	-3.1	4.3	-3.2	4.2	-21.5	12.2	-3.7
Cc1cc(C)nc(N2CCC(C(=O)NCCc3ccccc3)CC2)n1	10.1	0.0	-4.1	0.3	-3.3	3.7	0.7	14.2	-5.7
On1nnc2c3ccccc3c3ccccc3c21	-4.7	0.0	-9.6	1.9	-3.8	4.2	1.7	17.0	-4.6
